p97 ATPase inh – blocks human p97 ATPase activity; AID 1481; 220,000 compounds, 0.42% hits; P55072; recombinant p97 ATPase, Kinase-Glo ATP luminescence, 3 h; inhibition, % at 8 µM; in the data active = inhibition above about 15%;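 also: 0% = DMSO vehicle and 100% = wells lacking enzyme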
NPY2 pot ag – potentiates or activates human NPY-Y2 receptor; P49146; cells expressing NPY-Y2, potentiator/agonist read-out; activation, % at 3.6 µM; 220,000 compounds, 0.45% hits; in the data active = activation above about 27%;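 also: cells stimulated with NPY near EC25 plus isoproterenol at EC100; 0% = vehicle plus submaximal agonist and 100% = vehicle plus saturating agonist; some results beyond the cut were filed as inactive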
Target sequence (P49146 whole entry, looked up): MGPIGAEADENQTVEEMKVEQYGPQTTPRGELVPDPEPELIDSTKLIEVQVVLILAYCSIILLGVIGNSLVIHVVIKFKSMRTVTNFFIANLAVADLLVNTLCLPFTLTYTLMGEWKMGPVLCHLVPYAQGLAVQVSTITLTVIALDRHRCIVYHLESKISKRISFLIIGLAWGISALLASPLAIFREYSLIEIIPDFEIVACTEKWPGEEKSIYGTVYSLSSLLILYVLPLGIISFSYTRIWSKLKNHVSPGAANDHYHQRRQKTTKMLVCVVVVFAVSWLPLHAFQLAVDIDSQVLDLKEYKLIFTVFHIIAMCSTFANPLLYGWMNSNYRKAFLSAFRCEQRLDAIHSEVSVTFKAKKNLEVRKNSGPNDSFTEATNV
EP2 mod – EP2 receptor (human) modulation | P43116 | EP2-expressing cells, cAMP HTRF FRET, PGE2 co-stimulation | induction, % at 25 µM | 260,000 compounds, 0.83% hits | AID 940;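 active = compounds whose cAMP rise, as percent of the full-agonist control response, exceeds 60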;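 also: rat C6 glioma line stably carrying human EP2 under a CMV promoter; the protocol text gives 20 µM as final concentration; 100% = response of wells given 1 µM PGE2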
eIF4E-4G inh – blocks eIF4E binding to eIF4G; 220,000 compounds, 0.37% hits; AID 782; TR-FRET eIF4E-eIF4GI(517-606) binding, 2 h; P63073+Q04637; inhibition, % at 21.7 µM;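 active = inhibition above about 30%, limit read from the data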;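 also: 0% = full FRET control wells and 100% = background wells lacking eIF4GI fragment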
NPY1 pot ag – potentiators or agonists of human neuropeptide Y receptor Y1; NPY-Y1 expressing cells, potentiator/agonist activation; activation, % at 3.6 µM; P25929; 220,000 compounds, 0.37% hits; in the data active = activation above about 33%, passing the limit was not always enough;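 also: cells stimulated with NPY at EC10 then isoproterenol at EC100; 0% = low agonist plus stimulus and 100% = saturating agonist plus stimulus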
S1P4 ag – human S1P4 receptor agonism; O95977; S1P4-expressing cell line, agonist reporter assay; activation, % at 4.98 µM; 220,000 compounds, 0.35% hits; AID 1509; in the data active = activation above about 11%;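 also: 0% = DMSO vehicle and 100% = reference agonist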
Target sequence (O95977 whole entry, looked up): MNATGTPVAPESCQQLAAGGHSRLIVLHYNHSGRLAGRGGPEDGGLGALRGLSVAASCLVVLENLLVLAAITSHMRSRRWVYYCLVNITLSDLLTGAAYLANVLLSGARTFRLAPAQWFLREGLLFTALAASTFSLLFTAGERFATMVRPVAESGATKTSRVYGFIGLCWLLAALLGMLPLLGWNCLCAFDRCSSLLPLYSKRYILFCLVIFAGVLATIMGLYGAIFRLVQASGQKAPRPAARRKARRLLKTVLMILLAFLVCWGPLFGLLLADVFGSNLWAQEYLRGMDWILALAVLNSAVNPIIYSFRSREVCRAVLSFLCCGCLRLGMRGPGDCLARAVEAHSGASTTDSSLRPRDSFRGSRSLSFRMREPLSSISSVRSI
EP2 antag – inhibitors of human EP2 prostaglandin E2 receptor; C6 glioma cells expressing human EP2, cAMP TR-FRET; cells stimulated with saturating PGE2; P43116; AID 1422; 260,000 compounds, 0.52% hits; inhibition, % at 25 µM;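 active = percent inhibition above 40 after rounding to a whole number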;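 also: rat C6 glioma host cells with rolipram phosphodiesterase inhibitor present; the protocol text gives 20 µM as final concentration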
S1P4 antagonist – blocks the human S1P4 receptor; AID 1510; S1P4-expressing cells, antagonist mode, reporter read-out; O95977; 220,000 compounds, 0.26% hits; inhibition, % at 4.98 µM; in the data active = inhibition above about 29%;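 also: 0% = wells stimulated with agonist and 100% = vehicle wells without agonist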
NPY-Y1 antag – antagonists of human neuropeptide Y receptor Y1 | 200,000 compounds, 1% hits | HEK293-CNG Y1 cells, membrane potential fluorescence; NPY at EC95, then isoproterenol | inhibition, % at 3.6 µM | AID 1040;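 active = inhibition above the campaign mean inhibition of all tested compounds plus 3 SD, cut at about 20% in these data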;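 also: 0% = DMSO wells given NPY plus isoproterenol and 100% = isoproterenol alone without NPY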
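Assay system: HEK293 cells with Y1 receptor plus CNG channel | Probe or stimulus: NPY (25 nM), isoproterenol (1 µM), Ro 20-1724 (25 µM) | Timing: Compound incubation 1 h at room temperature, readout 45 min post-stimulation | Measured by: Membrane-potential fluorescent dye readout | Benchmarks: High control isoproterenol alone, low control NPY with isoproterenol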
* = called active by the depositor; · = not tested or not shown; & = joins results of further samples; [ ] = another dose, or the depositor's remark.

SMILES	p97 ATPase inh	NPY2 pot ag	EP2 mod	eIF4E-4G inh	NPY1 pot ag	S1P4 ag	EP2 antag	S1P4 antagonist	NPY-Y1 antag
CCOCCCNC(=O)C(NC(=O)CNC(C)=O)c1ccc(C)cc1 (stereo not given)	3	3	29	-11	9	-3.3	4	-16	5
O=C(/C=C\c1cn(-c2ccccc2)nc1-c1ccc2c(c1)OCCO2)N1CCOCC1	3	9	-12	1	-2	-0.9	4	14	-2
O=C(CNCC1CCCCC1)Nc1ccc(N2CCCCC2)cc1	-5	4	-26	1	20	-0.5	9	23	-2
COc1ccc(N(CC(=O)Nc2ccccc2C(=O)NCC(C)C)S(C)(=O)=O)cc1	2	-7	16	-2	-26	0.0	7	-3	3
COC(=O)C1CCN(C(=O)c2sc3nc(-c4ccccc4)cn3c2C)CC1	-2	-1	-7	-9[fluorescence artefact?]	-11	-2.0	6	9	-5
N#CCCN(C(=O)COC(=O)C1CCN(S(=O)(=O)c2cccs2)CC1)c1ccccc1	0	5	5	5	-12	-0.6	0	2	-1
CCn1ccnc1CN(C)Cc1cn(-c2cccc(C)c2)nc1-c1cccc(F)c1	4	-15	40	10	-16	1.2	4	-6	10
Cc1cc(N2C(=O)C3C4C=CC(C4)C3C2=O)ccc1NC(=O)c1cccs1 (stereo not given)	7	-2	-1	21[fluorescence artefact?]	12	1.3	5	-3	-6
CCn1c(SCC(=O)NNC(=O)c2ccco2)nnc1-c1ccco1	10	7	13&30	4	-4	-0.5	3&13	17	3
CS(=O)(=O)N1CCC(NC(=O)Cc2ccccc2)CC1	8	-10	-2	2	7	0.2	10	-13	7

Reprinted from the part before: 4 entries, then new ones.
SMILES	p97 ATPase inh	NPY2 pot ag	EP2 mod	eIF4E-4G inh	NPY1 pot ag	S1P4 ag	EP2 antag	S1P4 antagonist	NPY-Y1 antag
CCn1ccnc1CN(C)Cc1cn(-c2cccc(C)c2)nc1-c1cccc(F)c1	4	-15	40	10	-16	1.2	4	-6	10
Cc1cc(N2C(=O)C3C4C=CC(C4)C3C2=O)ccc1NC(=O)c1cccs1 (stereo not given)	7	-2	-1	21[fluorescence artefact?]	12	1.3	5	-3	-6
CCn1c(SCC(=O)NNC(=O)c2ccco2)nnc1-c1ccco1	10	7	13&30	4	-4	-0.5	3&13	17	3
CS(=O)(=O)N1CCC(NC(=O)Cc2ccccc2)CC1	8	-10	-2	2	7	0.2	10	-13	7
COc1ccc(CN=C2NC(=O)CC(C(=O)Nc3cc(C)cc(C)c3)S2)cc1 (stereo not given)	3	11	-88	6[fluorescence artefact?]	2	1.9	6	-15	-3
C=CCn1c(=O)c2ccccc2n2c(SCC(=O)c3ccccc3)nnc12	-3	-14	8	-11	-6	1.2	9	15	-6
CC(=O)Nc1ccc(/C=N/Nc2nc3ccccc3[nH]2)cc1	5	3	-4	-1	-14	1.0	10	-7	6
COc1ccc(S(=O)(=O)Nc2ccc(O)c(Sc3nc4ccccc4s3)c2)cc1	3	9	-10	-1	33	-0.7	5	-22	2
Oc1[nH]c2ccccc2c1N=Nc1ccc(F)cc1	-3	-3	-14	2	-2	-0.1	6	-12	7
O=C1/C(=C/c2ccccc2)CCC1C1CCCC1 (stereo not given)	-1	-4	44	2	-13	-0.8	15	-10	8
O=C(Nc1nc2ccccc2[nH]1)c1ccc(Cl)c(S(=O)(=O)N2CCCC2)c1	3	10	-25	-8	10	-3.7	22	-1	0
CCc1nc2c(C#N)c(-c3ccc(Cl)cc3)ccn2n1	0	5	13	-2	-21	1.1	8	-9	3
CCN1CCCC1CNC(=O)c1ccc(N2CCOCC2)c(NS(=O)(=O)c2ccc(OC)cc2)c1 (stereo not given)	1	-5	-3	0	2	1.5	7	-2	-1
COc1ccc(CNC(=O)C(C)Sc2nc3ccccc3c(=O)n2CCCN2CCOCC2)cc1 (stereo not given)	1	7	19	-2	-7	-0.1	6	-6	2

Next part, starting with the last two of the part before.
SMILES	p97 ATPase inh	NPY2 pot ag	EP2 mod	eIF4E-4G inh	NPY1 pot ag	S1P4 ag	EP2 antag	S1P4 antagonist	NPY-Y1 antag
CCN1CCCC1CNC(=O)c1ccc(N2CCOCC2)c(NS(=O)(=O)c2ccc(OC)cc2)c1 (stereo not given)	1	-5	-3	0	2	1.5	7	-2	-1
COc1ccc(CNC(=O)C(C)Sc2nc3ccccc3c(=O)n2CCCN2CCOCC2)cc1 (stereo not given)	1	7	19	-2	-7	-0.1	6	-6	2
C=CCN(CC=C)c1nc2ccccc2nc1C(C#N)C(=O)OCCOC (stereo not given)	-3	-9	29	-6	-18	-1.4	12	1	4
COCc1cc(C)nc(Nc2ccc(C)cc2C)c1C#N	-3	15	30	3[fluorescence artefact?]	0	-0.4	7	6	2
O=C(COC(=O)c1ccccc1)NCC1CCCO1 (stereo not given)	4	9	1	-3	9	-1.0	10	-14	4
O=C(N/N=C/c1nn(-c2ccccc2)cc1-c1ccc(Cl)cc1)c1ccncc1	8	12	-15	1	3	0.5	20	-16	1
Cc1ccc2nc3c(c(Nc4ccc5c(c4)OCCO5)c2c1)CCC3	6	19	-21	15	-13	0.1	9	-4	13
CC(=O)c1cccc(N(C(=O)c2ccco2)C(C(=O)NC2CCCC2)c2ccc(N3CCOCC3)cc2)c1 (stereo not given)	-1	-4	-7	1	-14	1.6	4	-12	-1
N#CCOC(=O)c1c2c(nc3ccccc13)CCC2	5	6	-18	-3	12	2.2	2	-6	-3
CCn1cc(CNC(=O)c2cc(Cl)ccc2OC)c(C)n1	5	9	0	8	6	0.6	10	-8	-2
C=CCn1c(NCCO)nc2c1c(=O)n(C)c(=O)n2C	1	3	14	-1	7	2.3	5	5	6
O=C(O)c1cnc(-c2ccccc2)nc1C(F)(F)F	0	-20	36	-1	-25	1.5	6	10	4
CC(C)c1ccc2c(c1)CCC1C(C)(CN)CCCC21C (stereo not given)	22*	33	0	6	47*	-0.9	11	-17	·
CC(=O)Nc1ccc(NC2(C)C(=O)c3ccccc3C2=O)cc1	7	9	-43	-5	1	-0.1	14	-5	2
CS(=O)(=O)c1nsc2nc(=O)c(/C=C3\C=Nc4ccccc43)c(N)n12	-1	-10	4	0	-15	-1.5	6	-4	7
CC(C)CC(NC(N)=O)C(=O)OCC(=O)N(Cc1ccccc1)Cc1ccccc1 (stereo not given)	4	3	7	3	17	-0.3	4	-14	0
COc1ccccc1N1CCN(CCNC(=O)Nc2cccc(C)c2C)CC1	-3	-6	-54	-2	-12	0.0	·	-18	1
Cn1c(-c2sc3ccccc3c2Cl)n[nH]c1=S	-5	-26	1	-3	-30	-1.5	14	1	18
Cc1cc(Cl)c(S(=O)(=O)NCc2cccnc2)cc1OCC(N)=O	5	2	-3	1	-16	-0.2	8	-13	2
CCOC(=O)N1CCN(C(=O)CSc2nc3c(c(=O)n2-c2ccccc2OC)SCC3)CC1	3	2	5	-6	9	0.3	8	4	-4
COCCOC(=O)C(CC(=O)O)NCc1ccco1 (stereo not given)	16*	48*	12	1	15	-1.1	7	1	·
COc1ccc(S(=O)(=O)Nc2cc(C)ccn2)cc1OC	4	14	13	-3	6	-0.3	8	-6	-2
CC(C)(C)c1ccc(C(=O)NC(=S)Nc2ccc(N3CCOCC3)cc2)cc1	2	0	-33	1[fluorescence artefact?]	18	-0.1	7	-4	1
CC(=O)c1cn(Cc2ccccc2)c(=O)[nH]c1=O	2	13	11	0	-5	0.1	-2	-14	-1
O=C(O)CN1C(=O)/C(=C\c2cn(CC(=O)N3CCOCC3)c3ccccc23)SC1=S	6	6	30	-2	7	0.9	6	5	-2
O=C(c1ccccc1[N+](=O)[O-])N1CCCN(C(=O)c2ccccc2[N+](=O)[O-])CC1	6	-1	57	1	-1	2.0	4	-13	-4
Cc1nc2ccc(S(=O)(=O)NCC(=O)NC(C)c3ccccc3)cc2s1 (stereo not given)	3	-1	11	-4	3	-0.7	4	14	0
Cc1nn(CCC#N)c(N)c1C1(O)C(=O)Nc2c(Cl)cc(Cl)cc21 (stereo not given)	-4	-9	0	0	-9	-1.5	5	-10	·
CCOC(=O)c1cnc2c(OC)cccc2c1N1CCN(c2ccccc2OC)CC1	-10	-16	2	1[fluorescence artefact?]	-30	0.6	21	13	8
CC(C)COc1ccc(C(=O)NCc2ccco2)cc1	-3	7	12	1	4	-0.2	12	-24	2
CCn1cc(C(=O)OCc2cccc(Br)c2)c(=O)c2ccc(C)nc21	-9	-29	20	9	-39	-3.3	7	-14	18
N=c1ccn(Cc2cccc(Cl)c2)cc1	2	-7	7	-6	6	2.3	4	-8	2
C/C(CC(=O)NC(C)(C)C)=N\NC(N)=S	0	6	-22	-2	7	2.5	4	-6	-3
CC1CC(=O)N(c2ccc(Br)cc2)C(=O)C1	6	-1	10	4	5	-0.5	6	6	·
CC1CCCCN1CC(=O)NCc1ccc2c(c1)OCO2 (stereo not given)	4	7	8	3	0	-1.6	13	5	-3
COc1ccc(S(=O)(=O)N2CCC(c3cc(-c4cccc5ccccc45)n[nH]3)CC2)cc1	0	-3	-29	-1	4	-1.3	15	11	0
C/C(=N\NC(=O)c1ccncc1)c1cc2ccccc2oc1=O	4	13	-8	-2	-21	-0.1	8	-5	-1
Cc1cc2c(ncn2C)c(NS(=O)(=O)c2ccccc2Cl)c1C	0	-12	-22	·	17	1.1	8	-7	0

Among those listed so far, two contain a tert-butyl group.
SMILES	p97 ATPase inh	NPY2 pot ag	EP2 mod	eIF4E-4G inh	NPY1 pot ag	S1P4 ag	EP2 antag	S1P4 antagonist	NPY-Y1 antag
CC(C)(C)c1ccc(C(=O)NC(=S)Nc2ccc(N3CCOCC3)cc2)cc1	2	0	-33	1[fluorescence artefact?]	18	-0.1	7	-4	1
C/C(CC(=O)NC(C)(C)C)=N\NC(N)=S	0	6	-22	-2	7	2.5	4	-6	-3

Screening results as filed in PubChem.

This is a subset; the hit share may differ from the screen's.
